Compound activity: PubChem, several laboratories
Phagocytosis inh – inhibitors of macrophage phagocytosis, primary screen, imaging, J774A.1 cells, IgG beads; J774A.1 macrophage IgG-bead phagocytosis; inhibition, % at 5 µM; actives 0.07% (n = 110,000);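 active = inhibition above the mean of the plate negative controls plus 5 SD, cut at about 13% in these data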;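 note: phagocytic index as fraction of beads internalized from green versus red external bead signal; plate controls were DMSO negative control for no effect and cytochalasin-D positive control for full effect; some results beyond the cut were filed as inactive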
MRP1 act – H69AR viability gain despite doxorubicin, primary screen, MRP-1 activator project, H69AR cells, CellTiter-Glo; viability rescue; viability increase, % at 10 µM; actives 0.61% (n = 140,000); AID 799, 2007;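 active = viability gain under doxorubicin at or above a set limit, the compound median plus 3 SD, cut at about 4.7% in these data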;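 note: MRP-1 overexpressing cells given doxorubicin 25 µM after compound pretreatment; 18-22 h compound pretreatment then 72 h with doxorubicin before readout; 0% = doxorubicin-only wells and 100% = vehicle-treated cells without doxorubicin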
Measles CPE – compounds protecting cells from measles virus cytopathic effect, primary screen, measles RdRp inhibitor project, single point, MLSMR library, absorbance. Measles virus-infected cells, CPE protection. protection (pct of control), % at 4 µM. actives 1.5% (n = 140,000); in the data active = protection mostly above about 24%, no sharp cut-off; inactive = mostly below about 26%; note: some compounds called inactive have numbers as strong as hits
PTEN del growth – growth suppression of PTEN-null HCT116, primary screen, cell-based, CellTiter-Glo; HCT116 PTEN-null viability, 60 h; stronger effect = lower value; viability, % at 10 µM; actives 1.2% (n = 140,000);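 active = viability at or below a set limit, 4 SD under the median of all tested compounds, cut at about 3.7% in these data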;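 note: PTEN knockout HCT116 line with beta catenin targeted HCT116 as companion control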
NPY-Y2 antag – NPY-Y2 receptor antagonists, primary screen, cell-based. Neuropeptide Y receptor type 2 (Homo sapiens), P49146. NPY-Y2 expressing cells, antagonist mode. inhibition, % at 2.7 µM. actives 0.99% (n = 140,000). AID 793, 2007; in the data active = inhibition above about 17%;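 note: 0% = vehicle with agonist challenge and 100% = reference antagonist with challenge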
Target sequence (P49146 whole entry, looked up): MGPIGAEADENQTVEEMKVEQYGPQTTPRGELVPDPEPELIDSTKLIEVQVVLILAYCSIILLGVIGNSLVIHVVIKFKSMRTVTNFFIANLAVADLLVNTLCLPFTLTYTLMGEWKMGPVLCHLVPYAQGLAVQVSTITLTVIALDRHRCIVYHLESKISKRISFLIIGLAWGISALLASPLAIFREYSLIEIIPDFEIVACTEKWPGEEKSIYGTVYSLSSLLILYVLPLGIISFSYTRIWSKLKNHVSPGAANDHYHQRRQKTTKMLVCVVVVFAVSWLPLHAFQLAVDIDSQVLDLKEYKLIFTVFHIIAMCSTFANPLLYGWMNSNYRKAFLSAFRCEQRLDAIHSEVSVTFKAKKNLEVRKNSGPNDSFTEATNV
E-sel TNF inh – E-selectin induction blockers in HUVEC – imaging, immunofluorescence, high content, primary screen. HUVEC TNFa-induced E-selectin immunofluorescence. inhibition, % at 2 µM. actives 0.71% (n = 120,000). AID 1246, 2008;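 active = inhibition above the batch mean plus 3 SD, and confirmed as a hit on visual image review, cut at about 43% in these data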;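 note: 0% = TNF-stimulated DMSO wells and 100% = unstimulated control wells; not every result past the cut was called active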
GALR2 antag – GALR2 antagonists in receptor-expressing cells, primary screen. antagonist mode. inhibition, % at 4 µM. actives 0.39% (n = 140,000); in the data active = inhibition above about 27%;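 note: cells stimulated with galanin 1-16 at roughly its EC80; 0% = agonist challenge control and 100% = basal control without agonist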
Target sequence (O43603 whole entry, looked up): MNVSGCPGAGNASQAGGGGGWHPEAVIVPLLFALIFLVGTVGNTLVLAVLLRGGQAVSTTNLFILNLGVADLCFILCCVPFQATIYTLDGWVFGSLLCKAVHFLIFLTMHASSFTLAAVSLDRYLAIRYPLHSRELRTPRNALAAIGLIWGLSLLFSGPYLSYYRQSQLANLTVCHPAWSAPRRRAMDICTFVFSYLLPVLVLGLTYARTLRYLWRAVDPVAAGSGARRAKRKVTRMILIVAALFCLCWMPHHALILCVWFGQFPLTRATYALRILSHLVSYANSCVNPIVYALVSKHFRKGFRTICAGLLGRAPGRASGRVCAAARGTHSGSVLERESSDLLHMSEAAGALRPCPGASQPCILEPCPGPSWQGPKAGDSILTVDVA
Yeast growth inh – growth inhibitors of yeast BB579 in restrictive medium, primary screen, yeast lifespan-shortening project, S. cerevisiae | OD615, 48 h | inhibition, % at 10 µM | actives 0.51% (n = 140,000);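 active = inhibition above a set limit, 3 SD over the mean compound inhibition, cut at about 44% in these data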; note: inactives centre near -24
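System: Saccharomyces cerevisiae DeaD strain BB579, replicative lifespan model yeast | Buffer or medium: Restrictive glucose-based CSMM-D medium | Times: 4 h preincubation and 48 h exposure at 30 °C | Detection: OD615 turbidity measurement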
bCat KO growth – primary screen for growth suppressors in beta-catenin knockout HCT116 cells (colon tumor, human); AID 818, 2007; actives 1.5% (n = 140,000); viability, % at 10 µM; HCT116 beta-catenin knockout viability, CellTiter-Glo, 60 h; stronger effect = lower value;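 active = viability at or under a set limit, the compound median less 4 SD, cut at about 6% in these data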;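 note: 0% = Hyamine 1622 control at 20 µM and 100% = untreated cell control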
Yeast lifespan up – compounds extending yeast replicative lifespan, primary screen, S. cerevisiae, OD615 | S. cerevisiae growth with nicotinamide; deaD strain in restrictive glucose medium | inhibition of the nicotinamide effect, % at 10 µM | actives 0.68% (n = 130,000) | AID 775, 2007;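 active = inhibition above a set limit, placed 3 SD over the median of all compounds, cut at about 26% in these data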;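 note: 0% = nicotinamide-treated wells and 100% = cells grown without nicotinamide; some compounds called inactive have numbers as strong as hits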
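Material: Modified budding yeast, DeaD strain | Medium: Restrictive glucose medium | Probe or stimulus: 1.5 mM nicotinamide | Dosing: Single dose 10 µM compound, 0.25% DMSO | Times: 48 h at 30 °C | Technique: OD615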
Numbers without * were called inactive; . = not tested or not shown.

SMILES	Phagocytosis inh	MRP1 act	Measles CPE	PTEN del growth	NPY-Y2 antag	E-sel TNF inh	GALR2 antag	Yeast growth inh	bCat KO growth	Yeast lifespan up
COc1ccc(-c2nnc(NC(=O)c3ccc(S(=O)(=O)N4CCc5ccccc5C4)cc3)o2)cc1	0	-3.4	6	16	1	.	-1	-58	22	-8
CCCC(CCC(=O)OC)(C(=O)OCC)c1csc(N)n1 (configuration not stated)	0	-0.9	9	95	2	5	0	-74	108	-3
COc1ccc(CCNC(=O)C2CC(c3cccc([N+](=O)[O-])c3)=NO2)cc1 (configuration not stated)	-2	-0.8	5	91	5	-21	-6	-39	101	-28
O=C(NC1CC2CCCC(C1)N2C(=O)Nc1ccc(Cl)c(C(F)(F)F)c1)C1CC1 (configuration not stated)	.	-1.8	6	79	-1	3	11	-30	78	-14
CCOC(=O)CSc1nnc(CNc2ccc(F)cc2)o1	-3	-0.2	8	109	1	.	2	-64	116	4
O=C1N/C(=N/S(=O)(=O)c2ccccc2)S/C1=C/c1cccnc1	-10	0.6	18	90	5	.	8	-43	91	2
Nc1nonc1C(=O)NCCNCc1cc(Br)ccc1OCc1ccccc1F	3	-1.7	12	42	43*	-12	32*	-95	38	0
COc1cc(Cn2ccnc2)c(OC)cc1Cn1ccnc1	0	-3.3	5	84	2	.	-7	-17	87	-6
Cc1c(Cl)c([N+](=O)[O-])nn1CC(=O)NC(C)C1CC2CCC1C2 (configuration not stated)	-1	-3.9	48*	82	21*	-5	-2	-40	77	-6
CN1CCN(c2ccc([N+](=O)[O-])cc2C(=O)c2ccc(Br)cc2)CC1	.	-5.8	4	16	9	14	3	-38	12	-11
CC(SC(=S)N(C)Cc1cccs1)C(=O)O (configuration not stated)	.	-0.5	2	93	5	32	-12	-12	101	5
CCOC(=O)c1ccccc1NC(=O)Cn1cnc2c(cnn2-c2ccccc2)c1=O	0	-2.3	4	94	2	-5	9	-42	84	6
CCCCCCNCc1cccc(Br)c1	.	-2.8	36	80	4	-21	-2	-50	85	-13
CCOc1cc(CNc2ccc(O)cc2)ccc1OCc1ccc(Cl)cc1Cl	-1	-2.2	5	49	0	13	-5	-23	62	-10
Cc1cc(C)nc(NC(=O)c2cccc([N+](=O)[O-])c2)c1	-3	1.1	26	95	2	.	6	-54	98	-5
N#Cc1ccc(Nc2ccccc2)c(N)c1	.	-2.6	4	88	0	-33	-5	-38	93	-12
O=C(COC(=O)c1ccccc1OCC(=O)Nc1ccc(Br)cc1)Nc1ccccc1	11	-2.5	5	63	-3	11	4	-8	68	-5
COc1cc(NC(=O)CCc2ccccc2)c(C(=O)O)cc1OC	0	0.3	32	97	10	-5	3	-35	102	-25
CN(CC(=O)NC1CCCCC1)S(=O)(=O)c1cccc2nsnc12	.	-1.2	8	97	5	.	-8	-40	88	-3
CCOc1cccc(CNCCO)c1OCc1ccc(Cl)cc1Cl	8	-4.7	9	56	11	10	-2	-1	64	-3
C=CCNS(=O)(=O)c1sccc1/C=N/O	-1	-0.5	2	107	-1	9	13	-13	99	-1
O=C(CSc1ncn[nH]1)Nc1ccc(S(=O)(=O)N2CCCC2)cc1	0	-0.4	4	105	2	-9	8	-38	90	-1
CC(C(=O)Nc1ccc2c(c1)OCCO2)c1ccc([N+](=O)[O-])cc1 (configuration not stated)	-6	0.5	26	91	2	.	0	-35	94	4
CCC1(CC)NC(=O)N(CC(=O)OCC(=O)Nc2ccc(C(F)(F)F)cc2)C1=O	0	-0.6	4	102	0	9	-1	-12	99	1
C=C(C)CNC(=S)NNC(=O)CCn1c2cc(Cl)ccc2c2ccc(Cl)cc21	-4	-0.9	19	83	-2	.	-3	-9	77	-5

Full records from above. Order of values: Phagocytosis inh | MRP1 act | Measles CPE | PTEN del growth | NPY-Y2 antag | E-sel TNF inh | GALR2 antag | Yeast growth inh | bCat KO growth | Yeast lifespan up
Results for C=CCNS(=O)(=O)c1sccc1/C=N/O : -1 | -0.5 | 2 | 107 | -1 | 9 | 13 | -13 | 99 | -1
Results for CCCC(CCC(=O)OC)(C(=O)OCC)c1csc(N)n1 (configuration not stated) : 0 | -0.9 | 9 | 95 | 2 | 5 | 0 | -74 | 108 | -3

Entries above that bear a hit mark in Measles CPE.
Compound,Phagocytosis inh,Measles CPE,NPY-Y2 antag,E-sel TNF inh,GALR2 antag,Yeast lifespan up
Cc1c(Cl)c([N+](=O)[O-])nn1CC(=O)NC(C)C1CC2CCC1C2 (configuration not stated),-1,48*,21*,-5,-2,-6

(cont.)
SMILES	Phagocytosis inh	MRP1 act	Measles CPE	PTEN del growth	NPY-Y2 antag	E-sel TNF inh	GALR2 antag	Yeast growth inh	bCat KO growth	Yeast lifespan up
CCOC(=O)c1c(NC(=O)CNCC(O)CO)sc(C)c1C (configuration not stated)	1	-3.2	5	95	4	-33	-5	-15	101	-7
COc1ccc(OC)c(NC(=O)CN(c2ccc(C)cc2)S(=O)(=O)c2c(C)noc2C)c1	-2	-0.5	8	81	1	.	-10	-38	91	-1
CN1C(=O)c2ccc(NC(=O)C3CCCCC3)cc2C1=O	1	0.4	32	97	2	.	-4	-21	93	-21
O=C(O/N=C\c1ccc(N2CCCCC2)c([N+](=O)[O-])c1)c1c(F)cccc1F	.	-1.8	31	77	1	-2	-16	-37	85	-6
O=c1[nH]c2cc3c(cc2cc1CN(Cc1cccnc1)Cc1nnnn1Cc1ccco1)OCCO3	0	-4.3	7	83	3	.	1	-28	77	-2
Cc1cccc2sc(N(CCCN(C)C)C(=O)c3sc4ccccc4c3Cl)nc12	-8	-5.1	5	73	5	-8	7	26	83	-7
COc1ccc(N2CCN(C(=O)Cn3nnc(-c4ccc(OC)c(OC)c4)n3)CC2)cc1	0	-3.5	6	59	0	12	-5	-21	78	0
NC(=O)c1ccc(NC(=O)COC(=O)/C=C/c2cn(-c3ccccc3)nc2-c2cccnc2)cc1	-5	-0.1	5	90	1	-3	-9	-32	90	1
CCN1CCN(C(=O)Nc2ccc(Cc3ccc(NC(=O)N4CCN(CC)CC4)cc3)cc2)CC1	0	-1.8	9	80	0	.	-1	-19	74	-6
COC(=O)Cc1csc(Nc2ccccc2)n1	.	1.9	22	99	1	23	0	-7	98	-6
CN(C)c1ccc(C=NCC2(O)CCOC(C)(C)C2)cc1 (configuration not stated)	0	-0.1	1	99	4	-24	2	-74	97	-8
O=C(CCc1ccc(S(=O)(=O)NC2CCCCC2)cc1)Nc1ccccc1	-1	-0.4	21	92	1	-7	1	-85	100	-4
O=C(c1cnc(-c2ccccc2)s1)c1ccc(Cl)cc1Cl	.	0.0	4	92	-1	-2	-10	-60	103	-13
CC(C)N1C(=O)C2C(C(=O)NC3CCCCC3)C3C=CC2(O3)C1C(=O)NC1CCCCC1 (configuration not stated)	-2	0.3	20	96	4	.	0	-8	83	-6
Cc1ccc(C(=O)N/C(=C\c2cccs2)C(=O)NCCc2c[nH]c3ccccc23)cc1	-10	-2.3	5	62	6	.	5	-11	67	4
CC1(C)CC2(CCO1)OC(=O)CC2C(=O)NCc1ccccc1 (configuration not stated)	-3	-1.6	8	102	3	.	-14	-17	90	-3
C=CCOc1nc2c(c(=O)n(C)c(=O)n2C)n1Cc1ccccc1Cl	0	-0.9	17	70	3	0	17	-16	69	-10
CCCCCCCCCCCCCCCC(=O)OC[C@H](COP(=O)([O-])OCC[N+](C)(C)C)OC(=O)CCCCCCCCCCCCCCC	.	-0.3	13	100	-3	.	-9	-16	86	4
C/C=C/COC(=O)c1[nH]c2c(c1C)C(=O)CC(c1ccc(N(C)C)cc1)C2 (configuration not stated)	1	-5.4	14	59	2	-17	10	-54	57	-4
CCCN(CCC)c1ccc(CC(=O)NC(C)Cc2ccccc2)cc1 (configuration not stated)	-10	0.4	29	90	1	.	-2	17	88	1
c1ccc(-c2c[nH]c3[n+]2CCCCC3)cc1	2	-0.2	21	90	7	-20	-3	11	95	3
Cc1cc(OCC(=O)Nc2ccc3c(c2)OCCO3)cc(C)c1Cl	.	-1.1	6	108	7	-55	1	-75	103	-3

An excerpt of these results, with values under each structure.
The line under a structure holds: Phagocytosis inh | MRP1 act | Measles CPE | PTEN del growth | NPY-Y2 antag | E-sel TNF inh | GALR2 antag | Yeast growth inh | bCat KO growth | Yeast lifespan up
- COC(=O)Cc1csc(Nc2ccccc2)n1
    . | 1.9 | 22 | 99 | 1 | 23 | 0 | -7 | 98 | -6
- CN(C)c1ccc(C=NCC2(O)CCOC(C)(C)C2)cc1 (configuration not stated)
    0 | -0.1 | 1 | 99 | 4 | -24 | 2 | -74 | 97 | -8

Arranged by SMILES length (rising): some entries from above
SMILES	Phagocytosis inh	MRP1 act	Measles CPE	PTEN del growth	NPY-Y2 antag	E-sel TNF inh	GALR2 antag	Yeast growth inh	bCat KO growth	Yeast lifespan up
c1ccc(-c2c[nH]c3[n+]2CCCCC3)cc1	2	-0.2	21	90	7	-20	-3	11	95	3
CN1C(=O)c2ccc(NC(=O)C3CCCCC3)cc2C1=O	1	0.4	32	97	2	.	-4	-21	93	-21
O=C(O/N=C\c1ccc(N2CCCCC2)c([N+](=O)[O-])c1)c1c(F)cccc1F	.	-1.8	31	77	1	-2	-16	-37	85	-6
CCN1CCN(C(=O)Nc2ccc(Cc3ccc(NC(=O)N4CCN(CC)CC4)cc3)cc2)CC1	0	-1.8	9	80	0	.	-1	-19	74	-6
CCCCCCCCCCCCCCCC(=O)OC[C@H](COP(=O)([O-])OCC[N+](C)(C)C)OC(=O)CCCCCCCCCCCCCCC	.	-0.3	13	100	-3	.	-9	-16	86	4
